From PubChem
697 NFkB inh: lowers PMA/ionomycin-induced NF-kB signal in 697 B cells | inhibition, % at 4 µM | AID 435022 | hit rate 0.33% among 330,000 | 697 B-cell NF-kB luciferase reporter, 16 h; in the data active = inhibition above about 35%
Mdm2-MdmX inh: human Mdm2/MdmX binding inhibition; hit rate 3% among 330,000; inhibition, % at 8 µM; SaOS-2 split-luciferase Mdm2/MdmX complementation, luminescence;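 active = inhibition of at least 50% at 8 µM in the primary screen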
XBP1 UPR activ: activators of adaptive arm of unfolded protein response (XBP1) | CHO-XBP1 luciferase reporter, IRE1-XBP1 UPR activation, luminescence; percent of tunicamycin response, DMSO as zero | activation, % at 20 µM | hit rate 0.33% among 330,000 | AID 463104;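 active = versus positive control, 20 µM dose yields 30% or more activation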;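 note: 100% = tunicamycin at 10 µg/mL and 0% = DMSO only wells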
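Assay system: CHO-XBP1 luciferase reporter cells; Schedule: 6 h treatment, 37 °C; Detection: glow luminescence from Steady-Glo reagent; Benchmarks: high control tunicamycin 10 µg/mL final, low control DMSO vehicle only.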
CHOP UPR activ: activators of apoptotic arm of unfolded protein response (CHOP) | CHO-CHOP luciferase reporter, UPR activation, luminescence; percent of tunicamycin response over DMSO baseline | AID 449763 | hit rate 0.34% among 330,000 | activation, % at 10 µM;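 active = at 10 µM dose, activation of 40% or more, normalized to positive control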;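 note: 100% = tunicamycin at 10 µg/mL and 0% = DMSO alone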
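assay system = CHO CHOP reporter cells | amount = 500 CHO-CHOP cells per well | buffer or medium = F12 with 10% FBS | incubation = 16-18 h cell attachment, then 6 h compound exposure, 37 °C | detection = luminescence read with Steady-Glo | read-out = percent activation relative to tunicamycin control | controls = tunicamycin high control, DMSO low control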
tim23-1 inh: inhibits growth of tim23-1 mutant yeast; AID 463212; hit rate 1.3% among 330,000; inhibition, % at 20 µM; S. cerevisiae tim23-1 growth, BacTiter-Glo luminescence, 24 h;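 active = growth inhibition of the mutant yeast at or above 50%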;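 note: temperature-sensitive mutant grown at 25 °C; plate controls were DMSO-treated mutant yeast for no effect and medium wells lacking yeast for full effect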
Jurkat NFkB inh: lowers PMA/ionomycin-induced NF-kB signal in Jurkat cells | PMA/ionomycin-induced NF-kB luciferase reporter, luminescence | inhibition, % at 4 µM | hit rate 0.53% among 330,000 | AID 435003; in the data active = inhibition above about 50%
APJ ag: agonists of human APJ apelin receptor | AID 2520 | CHO-K1 APJ PathHunter beta-arrestin, luminescence; 0% DMSO wells, 100% apelin | activation, % at 20 µM | P35414 | hit rate 0.11% among 330,000;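 active = activation more than six SD over the plate average, tested at 20 µM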;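 note: 0% = DMSO alone and 100% = apelin-13 at 10 nM; some results filed as inactive read as strong as hits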
Target sequence (P35414 whole entry, looked up): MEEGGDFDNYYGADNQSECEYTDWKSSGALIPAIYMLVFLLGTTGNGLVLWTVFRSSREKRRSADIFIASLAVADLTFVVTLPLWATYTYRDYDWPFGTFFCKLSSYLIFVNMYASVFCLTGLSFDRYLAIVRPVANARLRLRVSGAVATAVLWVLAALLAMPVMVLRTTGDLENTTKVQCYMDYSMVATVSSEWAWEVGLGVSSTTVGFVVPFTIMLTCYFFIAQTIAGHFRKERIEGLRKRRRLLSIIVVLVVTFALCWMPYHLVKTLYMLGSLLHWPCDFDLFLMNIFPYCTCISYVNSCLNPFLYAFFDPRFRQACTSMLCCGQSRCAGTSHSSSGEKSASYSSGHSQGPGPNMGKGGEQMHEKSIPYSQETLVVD
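system = engineered CHO-K1 APJ arrestin reporter cells | input = 1000 cells per well | timing = overnight seeding, 90 min compound at 25 °C, 1 h detection | measured by = enzyme-fragment complementation luminescence | read-out = beta-arrestin recruitment to APJ as agonist activity, luminescent signal | control set = negative DMSO alone, positive Apelin-13 at 10 nM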
APJ antagonist: antagonists of human APJ apelin receptor. P35414. CHO-K1 APJ beta-arrestin complementation, luminescence. inhibition, % at 20 µM. hit rate 0.32% among 330,000. AID 2521;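 active = inhibition above about 40% at 20 µM, limit read from the data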;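 note: cells challenged with 10 nM apelin-13 agonist together with compound; plate controls were apelin-13 plus DMSO wells for no effect and DMSO wells lacking apelin-13 for full effect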
* marks the source's active call; other numbers are inactive results; & = joins results of further samples.

SMILES | 697 NFkB inh | Mdm2-MdmX inh | XBP1 UPR activ | CHOP UPR activ | tim23-1 inh | Jurkat NFkB inh | APJ ag | APJ antagonist
COc1cccc(CNC(=O)COC(=O)c2ccc(C(=O)c3ccccc3)cc2)c1 | 13 | 15 | 3 | -0.4 | 11 | 5 | -3 | 7
CC(C)CCC(C)NC(=O)CN1C(=O)NC(C)(c2ccc3ccccc3c2)C1=O (stereo not given) | -11 | 8 | -3 | -0.8 | 6 | 10 | 13 | -1
CCN(CC)CCCN1C(=O)C(O)=C(C(=O)c2cc3ccccc3o2)C1c1ccccn1 (stereo not given) | -6 | -20 | -2 | 3.0 | -4 | -8 | -1 | -1
O=C(c1cccs1)N1N=C(c2ccccc2)CC1c1ccccc1O (stereo not given) | 6 | -2 | 2 | 3.5 | 5 | 1 | 0 | 3
CCCCC(CC)C(=O)Nc1cc(C(=O)NCc2ccc(C)cc2)ccc1N1CCC2(CC1)CC(c1ccccc1)=NO2 (stereo not given) | -26 | -6 | -4 | 1.3 | 8 | 7 | -6 | 7
Cc1cccc(NC(=O)CCN2C(=O)C3C4CCC(C4)C3C2=O)c1C (stereo not given) | 0 | 20 | 0 | -1.9 | 14 | -19 | 1 | -15
CNC(=O)CSc1nnc(-c2ccco2)n1-c1ccccc1 | 7 | 12 | -4 | -1.0 | -7 | 4 | 0 | -4
CCN(C(=O)COC(=O)CNC(=O)c1cccc(C)c1)c1c(N)n(Cc2ccccc2)c(=O)[nH]c1=O | 8 | 18 | 1 | -0.8 | -13 | 0 | -4 | -31
Cc1c(C(=O)NCc2ccccc2)oc2ccc(S(=O)(=O)N3CCCC3)cc12 | -7 | 26 | -2 | 0.6 | -7 | -5 | 0 | -13
CCOC(=O)Cn1c(C)cc(=O)c2cccc(C)c21 | 15 | 36 | -1 | -0.2 | 7 | 5 | -3 | -10
O=Cc1nc(-c2ccccc2Cl)n2ccccc12 | 4 | 20 | -2 | -1.2 | 12 | 0 | -2 | -21
O=C(CCc1ccccc1)NNC(=O)COc1ccccc1 | 4 | -3 | -1 | -1.0 | 5 | 2 | -3 | 2
COc1ccc2c(c1)C(c1cccs1)=NNC(c1cccnc1)=N2 | -13 | 11 | -2 | -1.5 | 10 | 3 | -3 | -6
OCCNC(=S)Nc1ccc2nsnc2c1 | -10 | 0 | -2 | -1.3 | 2 | -1 | 2 | -24
CCC(C)(C)NC(=O)C(c1ccc(F)cc1)N(Cc1ccco1)C(=O)c1cnccn1 (stereo not given) | 12 | 5 | -2 | -2.4 | 18 | -14 | -4 | 6
O=c1[nH]cnc2sc(-c3ccccc3)cc12 | -37 | -41 | -2 | 2.5 | 17 | -3 | 2 | 12
COCC(C)NC(=O)CSc1nc2nn(-c3ccccc3)c(=O)c-2c2n1CCCCC2 (stereo not given) | 11 | 5 | 4 | -1.3 | 21 | 6 | -3 | -24
COc1ccccc1N1C(=O)CSC1=S | 0 | 14 | -4 | -1.8 | 25 | -2 | 0 | 6
CCOc1ccc(Nc2nc(-c3cccnc3)cs2)cc1 | -174 | -30 | -1 | 6.4 | 2 | -107 | -2 | 1
O=C(O)c1cc(S(=O)(=O)N2CCCCC2)ccc1N1CCCC1 | -2 | -8 | 0 | 1.3 | 8 | 2 | -2 | -2

Grouped by structure, those above containing a halogen
SMILES | 697 NFkB inh | Mdm2-MdmX inh | XBP1 UPR activ | CHOP UPR activ | tim23-1 inh | Jurkat NFkB inh | APJ ag | APJ antagonist
O=Cc1nc(-c2ccccc2Cl)n2ccccc12 | 4 | 20 | -2 | -1.2 | 12 | 0 | -2 | -21
CCC(C)(C)NC(=O)C(c1ccc(F)cc1)N(Cc1ccco1)C(=O)c1cnccn1 (stereo not given) | 12 | 5 | -2 | -2.4 | 18 | -14 | -4 | 6

Other entries follow.
SMILES | 697 NFkB inh | Mdm2-MdmX inh | XBP1 UPR activ | CHOP UPR activ | tim23-1 inh | Jurkat NFkB inh | APJ ag | APJ antagonist
O=C(NNC(=O)c1sc2cccc(Cl)c2c1Cl)Nc1ccccc1 | -25 | -5 | -2 | 0.1 | 0 | 11 | 0 | 22
Nc1c(C(=O)CSc2ncccn2)c(=O)[nH]c(=O)n1C1CC1 | 13 | -5 | -3 | -0.6 | -14 | -9 | -2 | 0
Cc1nn(CC(=O)N2CCN(c3ccc(Cl)cc3)CC2)c(=O)c2cccn12 | 12 | 30 | -2 | -1.6 | 6 | 1 | -1 | 5
Cc1ccccc1C(=O)NC1CCN(CC(=O)Nc2ccc(N(C)C)cc2)CC1 | -15 | 21 | 1 | 1.5 | -1 | -24 | 1 | -16
O=C(c1cc(N2C(=O)C3C4CCC(C4)C3C2=O)ccc1Cl)N1CCCCCC1 (stereo not given) | -5 | 21 | -2 | -1.2 | 18 | -10 | 0 | -17
COc1cc(S(=O)(=O)N2CCCCC2)ccc1NC(=O)/C=C/c1ccccc1 | 20 | -38 | -2 | 1.3 | 29 | 3 | -6 | 32
COC(=O)C1=C(C)NC(=O)NC1c1cc(Cl)ccc1OC (stereo not given) | -16 | -3 | 1 | 1.0 | 7 | -2 | -1 | 6
COc1cc(OC)nc(-n2ncc(OC)c(Br)c2=O)n1 | 9 | -3 | -1 | 2.7 | 6 | -3 | -2 | 4
Cc1ccc(-c2nnc(SCC(=O)NC(=O)Nc3ccc(C)cc3C)n2N)cc1 | 5 | -6 | 2 | 2.9 | 2 | -11 | 1 | 0
CCn1cc(C(=O)O)c(=O)c2cc(F)c(N3CCN(S(=O)(=O)c4ccc(NC(C)=O)cc4)CC3)cc21 | 18 | -2 | 0 | 0.2 | -9 | -1 | -2 | -1
Cn1nnnc1SCC(=O)Nc1ccc(N2CCOCC2)cc1 | -12 | 4 | -2 | 3.2 | -13 | -1 | 1 | 3
CC(/C=N/NC(=O)c1cc(C(C)(C)C)[nH]n1)=C\c1ccccc1 | -10 | 7 | 3 | 0.0 | 13 | -18 | 8 | -14
Cc1ccc(-n2[nH]c(C)c(C=Nc3ccc(S(=O)(=O)N4CCOCC4)cc3)c2=O)c(C)c1 | -9 | -1 | -2 | 3.0 | -4 | 7 | 0 | 4
Cc1c(C#N)c(N=CN(C)C)c(C(=O)c2ccccc2)n1-c1ccccc1 | 20 | -3 | -3 | 0.9 | 27 | 7 | 0 | 0
S=C(NCc1cccs1)Nc1cccc(Cl)c1Cl | -71 | -8 | 0 | 5.3 | 56* | -10 | -1 | -4
Cn1c(=O)c(NCCO)c2c3c(cccc31)C(=O)c1ccccc1-2 | 1 | -3 | -1 | -2.8 | 6 | 5 | 3 | 7
C[C@H](NC(=O)[C@@H]1Cc2ccccc2CN1C(=O)OC(C)(C)C)C(=O)NCc1ccco1 | -12 | 8 | -4 | -1.0 | -3 | -9 | 1 | 19
COC(=O)C1=C(C)N(CCc2cc(OC)c(OC)c(OC)c2)C(=O)N[C@H]1c1ccccc1 | 9 | -19 | -2 | -0.8 | 3 | -7 | -4 | 9
CCn1c(=O)cc(SCC(=O)NCCN2CCN(Cc3ccccc3)CC2)c2ccccc21 | 16 | 18 | 0 | -0.2 | -6 | 4 | -2 | -6
COc1ccc(NC(=O)Cn2c(=O)n(CC3CCCO3)c(=O)c3cc(OC)c(OC)cc32)cc1OC (stereo not given) | 19 | -3 | -1 | 0.0 | 4 | 1 | -2 | 3

Ordered by value in XBP1 UPR activ (ascending): some entries from above
| structure | XBP1 UPR activ |
| --- | --- |
| CCN(CC)CCCN1C(=O)C(O)=C(C(=O)c2cc3ccccc3o2)C1c1ccccn1 (stereo not given) | -2 |
| Cc1cccc(NC(=O)CCN2C(=O)C3C4CCC(C4)C3C2=O)c1C (stereo not given) | 0 |
| O=C(c1cccs1)N1N=C(c2ccccc2)CC1c1ccccc1O (stereo not given) | 2 |

Full records, looked up by structure. Order of values: 697 NFkB inh	Mdm2-MdmX inh	XBP1 UPR activ	CHOP UPR activ	tim23-1 inh	Jurkat NFkB inh	APJ ag	APJ antagonist
`Nc1c(C(=O)CSc2ncccn2)c(=O)[nH]c(=O)n1C1CC1` across the screens: 13	-5	-3	-0.6	-14	-9	-2	0
`O=C(NNC(=O)c1sc2cccc(Cl)c2c1Cl)Nc1ccccc1` across the screens: -25	-5	-2	0.1	0	11	0	22
`COC(=O)C1=C(C)NC(=O)NC1c1cc(Cl)ccc1OC` (stereo not given) across the screens: -16	-3	1	1.0	7	-2	-1	6
`Cc1ccc(-n2[nH]c(C)c(C=Nc3ccc(S(=O)(=O)N4CCOCC4)cc3)c2=O)c(C)c1` across the screens: -9	-1	-2	3.0	-4	7	0	4
`CCn1c(=O)cc(SCC(=O)NCCN2CCN(Cc3ccccc3)CC2)c2ccccc21` across the screens: 16	18	0	-0.2	-6	4	-2	-6

Continuation:
SMILES | 697 NFkB inh | Mdm2-MdmX inh | XBP1 UPR activ | CHOP UPR activ | tim23-1 inh | Jurkat NFkB inh | APJ ag | APJ antagonist
Cc1cccc(-n2c(=O)cc(N3CCN(c4ccc(F)cc4)CC3)[nH]c2=O)c1 | -22 | 9 | 1 | 1.4 | 4 | -12 | -1 | -65
Cc1cc(-c2nnc(SCC(=O)Nc3ccc(C(F)(F)F)cc3)n2C)no1 | -10 | 15 | -4 | -0.2 | 4 | 6 | -3 | 8
CC(=O)c1ccc(N2CCN(CC(=O)Nc3ccccc3N3CCOCC3)CC2)cc1 | -14 | -13 | -1 | 0.3 | 16 | 1 | -4 | -4
O=C(COc1cccc(-n2cnnn2)c1)NC1CCCCC1 | 14 | 16 | 1 | -0.6 | 14 | 1 | -3 | 9
COCCn1c(SCC(=O)NNC(=O)c2ccccc2)nc2ccccc2c1=O | 12 | -4 | 1 | -0.5 | 2 | -13 | -2 | -6
COCCn1c(SCC(=O)Nc2ccc(Cl)cn2)nc2ccccc21 | -19 | -13 | -1 | 0.5 | 20 | 12 | -5 | 1
O=c1c2ccccc2ncn1-c1ccc(Cl)cc1 | -5&6 | -3&-2 | -2&3 | 3.9&4.5 | 6&14 | -28&-4 | -6&0 | 2&-2
O=S(=O)(Nc1cccc(-c2ccc(N3CCCCCC3)nn2)c1)c1ccccc1Cl | -38 | -6 | 0 | 3.3 | 8 | -7 | 1 | 14
O=C(NC1CCCC1)C(c1ccc(Cl)cc1)N1CCN(C2CCCCC2)CC1 (stereo not given) | 10 | 20 | -1 | -0.5 | -7 | -15 | -3 | -11
Cc1ccc(C)c(N2CCN(c3ccc(N4C(=O)COCC4=O)cc3[N+](=O)[O-])CC2)c1 | -3 | -37 | -2 | -1.7 | -4 | 1 | -3 | 18
Cc1ccc(OCC(=O)Nc2ccc(N3CCN(C(=O)c4ccco4)CC3)cc2)c(C)c1 | -29 | 3 | -4 | 3.8 | 9 | 12 | 1 | -3
Cc1cccc(Nc2nc(NC(C)C)nc(Oc3ccc(=O)n(C)n3)n2)c1 | 21 | 34 | 3 | -0.3 | 12 | 18 | 0 | 2
COC(=O)c1sc(-c2ccc(Cl)cc2)cc1NC(=O)COCC(=O)O | 4 | -2 | -2 | 0.9 | 21 | 0 | -2 | -19
CCCc1cc(=O)[nH]c(SCC(=O)Nc2ccc(Br)cc2)n1 | 8 | 25 | 0 | -1.2 | 0 | 1 | -3 | -22
COc1ccc(CCCNC(=O)C2CCC(=O)N(Cc3ccccc3F)C2)cc1 (stereo not given) | 8 | 3 | -2 | 4.4 | 1 | -8 | -2 | 0
O=C(Nc1cccc(Cl)c1)c1ccc2c(c1)OCCO2 | -132 | -199 | -4 | 2.8 | 50 | -119 | 3 | 27
COc1ccc(CNC(=O)C(C)n2nc(C)n3c(cc4occc43)c2=O)cc1 (stereo not given) | 8 | 10 | -4 | 0.9 | -6 | 5 | -3 | -21
